SRC3 inh: inhibits human SRC3 coactivator | Q9Y6Q9 | HEK293 GAL4-SRC3 luciferase reporter, luminescence | inhibition, % at 3.6 µM | actives 0.17% (n = 360,000);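 active means inhibition above a per-campaign cutoff, the mean of all compounds plus 3 SD, cut at about 60% in these data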;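 further: 0% = DMSO-treated cells and 100% = gossypol-treated cells at 36 µM; higher means less SRC3-driven luciferase light from the GAL4 reporter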
ABHD5-PLIN5 inh: blocks binding of human ABHD5 to perilipin-5. AID 602281. Q00G26+Q8WTS1. actives 0.78% (n = 360,000). inhibition, % at 4 µM. Split G. princeps luciferase complementation, luminescence, 4 h;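 active means inhibition above the mean inhibition across every tested compound plus 3 SD, cut at about 22% in these data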;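 further: 0% = DMSO only wells and the 100% control is not disclosed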
NOD2-RIPK2 inh: blocks binding of human NOD2 to RIPK2; O43353; CHO BLA complementation NOD2-RIPK2, CCF4 ratio; inhibition, % at 4.98 µM; actives 0.38% (n = 360,000); AID 624267; in the data active means inhibition above about 21%;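 further: 0% = vehicle only and 100% = reference blocker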
TLR9-MyD88 inh: blocks human TLR9 binding to MyD88; CHO BLA complementation TLR9-MyD88, CCF4 FRET ratio; actives 0.21% (n = 340,000); Q9NR96+Q99836; inhibition, % at 4.98 µM;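 active means inhibition above the mean over all tested compounds plus 3 SD, cut at about 21% in these data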;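 further: 0% = DMSO only wells and 100% = clavulanate BLA inhibitor control wells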
MC4R barr agon: human MC4R agonism via beta-arrestin; U2OS MC4R beta-arrestin complementation, luminescence; percent of melanotan II response, DMSO zero; activation, % at 8.9 µM; actives 0.98% (n = 360,000); AID 540308;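 active means activation above a per-plate cutoff, the mean activation of sample wells on that plate plus 3 SD, cut at about 8% in these data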
NR2F2 inh: blocks human COUP-TFII nuclear receptor | HEK293T NGFI-A luciferase reporter, luminescence | inhibition, % at 8.6 µM | P24468 | actives 0.7% (n = 370,000);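 active means inhibition above a per-plate cutoff, mean inhibition of test wells between control levels plus 3 SD, cut at about 38% in these data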;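 further: cells cotransfected with COUP-TFII expression vector driving the NGFI-A reporter; 0% = median of COUP-TF2 test wells and 100% = reporter-only cells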
NCOA2 inhibitor: human SRC2 (NCOA2) inhibition; HEK293 GAL4-SRC2 luciferase reporter, luminescence; Q15596; inhibition, % at 9 µM; actives 0.17% (n = 370,000);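 active means inhibition above the mean inhibition of all tested compounds plus 3 SD, set per campaign, cut at about 52% in these data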;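 further: 0% = DMSO treated cells and 100% = cells given Gossypol at 36 µM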
NR5A2 inv ag: NR5A2 inverse agonism in reporter assay. O00482. HEK293T StAR-luciferase reporter, LRH-1 transfected, 24 h. inhibition, % at 3.6 µM. actives 0.13% (n = 360,000). AID 602396;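 active means inhibition above the mean inhibition of all tested compounds plus 3 SD, cut at about 73% in these data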;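 further: 0% = DMSO wells and 100% = reporter-only cells lacking LRH-1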
EBV LMP1 NFkB: inhibitors of Epstein-Barr LMP1-induced NF-kappaB reporter; LMP1-induced NF-kappaB luciferase reporter cells, luminescence; inhibition, % at 12.5 µM; actives 0.69% (n = 350,000); AID 504558; in the data active means inhibition above about 41%;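 further: 0% = neutral control wells and 100% = reference inhibitor control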
MC4R antag cAMP: antagonists of human melanocortin 4 receptor (MC4R); P32245; MC4R-expressing cells, MTII-stimulated cAMP, LANCE TR-FRET; inhibition, % at 6.5 µM; actives 0.48% (n = 360,000); AID 540295;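 active means inhibition above its plate's cutoff, the mean of tested wells on that plate plus 3 SD, cut at about 29% in these data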;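 further: 0% = Melanotan II alone and 100% = Melanotan II plus saturating MCL0020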
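Test system: U2OS cells stably expressing human melanocortin 4 receptor (MC4R); also added: Melanotan II challenge; compound: 6.5 µM single dose; timing: 30-min compound preincubation, 1-h Melanotan II challenge, 1-h detection, room temperature; signal: Eu-cAMP/anti-cAMP TR-FRET, emission 671 nm; repeats: one well per compound, no replicates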
SRC1 inh: human NCOA1 inhibition; Q15788; HEK293 GAL4-SRC1 luciferase reporter, luminescence; inhibition, % at 3.6 µM; actives 0.12% (n = 360,000); AID 588354;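 active means inhibition above the campaign mean plus 3 SD, with each screening campaign given its own cutoff, cut at about 60% in these data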;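 further: 0% = DMSO treated cells and 100% = gossypol at 36 µM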
Active calls of the source: *; . = not tested or not shown. Not all compounds are listed. The share of hits here may be higher or lower than overall.

The line under a structure holds: SRC3 inh	NR5A2 inv ag	ABHD5-PLIN5 inh	EBV LMP1 NFkB	SRC1 inh	NR2F2 inh	TLR9-MyD88 inh	MC4R antag cAMP	NCOA2 inhibitor	MC4R barr agon	NOD2-RIPK2 inh
- COCC(C)NCc1ccc(OC)c(Br)c1 (stereo unspecified)
  7	-1	3	-3	-2	8	0	-3	-26	-2.1	3
- CCN(Cc1ccc(C#CCCO)cc1)CC1CCCN(CCc2cccc(F)c2)C1 (stereo unspecified)
  9	-28	-4	-3	-51	11	-1	20	-10	2.1	15
- Cc1ccccc1C(=O)Nc1cccc(N)c1
  -2	-10	-12	-13	-31	10	-3	7	-31	0.8	5
- Cc1ccc(NC(=O)CCN2C(=O)CSC2=O)cc1
  -3	-4	-6	2	-12	-6	-1	-2	-6	-0.3	-8
- NC(=NC(=O)c1ccccc1)N1CCOCC1
  8	-8	3	-5	-5	-25	3	16	-45	0.3	0
- O=C1CN(C(=O)c2ccc(Br)o2)C(c2ccccc2)c2cc(Cl)ccc2N1 (stereo unspecified)
  9	20	-11	-7	1	14	-9	11	-22	4.7	1
- COc1ccc(Cc2c(-c3ccc(F)cc3)nc3cc(C)c(Br)c(C)n23)c(C)c1
  .	26	-13	.	.	-8	.	.	-31	.	-2
- COc1cnn(-c2ccccc2)c(=O)c1N(C)C
  -1	-12	3	-3	-23	14	7	2	-11	0.1	2
- O=C1CSC(=Nc2ccccc2)N1Cc1ccccc1
  8	13	-11	-12	4	-1	-2	1	-14	-1.2	-6
- CCC(C)C(=O)Nc1nnc(SCC(=O)NC2CCCCC2)s1 (stereo unspecified)
  -4	-6	-2	-2	5	2	-2	2	5	1.4	5
- COc1cc(C2C3=C(CCCC3=O)Nc3ccc4ncccc4c32)ccc1O (stereo unspecified)
  4	-17	-7	-21	-14	-12	-8	17	-51	0.9	-9
- O=C(Cn1nc(Cc2cccnc2)c2ccccc2c1=O)NCC1CCCO1 (stereo unspecified)
  17	0	0	-22	14	-19	0	-3	22	-0.9	0
- CC1CC(C)CN(C(=O)Cc2c(C(=O)O)[nH]c3ccc(Cl)cc23)C1 (stereo unspecified)
  2	11	0	6	-7	4	10	4	20	-3.6	3
- Cc1cccc(CSCCNC(=O)CN(c2cc(C)cc(C)c2)S(C)(=O)=O)c1
  14	-1	1	1	13	-3	-2	0	-9	2.2	6
- COc1ccc(NC(=S)Nc2ccccc2)c(OC)c1
  18	5	-5	-2	0	-3	-7	10	-26	-0.7	-3
- CCOC(=O)C/C(C)=N/NC(=O)C1CC1(c1ccccc1)c1ccccc1 (stereo unspecified)
  7	10	-4	-2	-11	8	-2	16	13	2.4	-5
- CC(OC(=O)c1ccccc1NS(=O)(=O)c1cccc(C(F)(F)F)c1)C(=O)N(C)Cc1ccccc1 (stereo unspecified)
  9	15	2	-4	9	4	-5	6	32	-1.0	4
- COc1ccc(C2C3=C(CC(C)(C)CC3=O)N(CC(=O)O)C3=C2C(=O)CC(C)(C)C3)cc1OC
  -1	-2	1	-50	-6	28	-2	11	-2	-0.4	2
- O=C(Cc1cccs1)NCc1cn2ccccc2n1
  -16	-6	-9	-4	-9	7	-1	7	-23	0.1	5
- O=C(CN1CCC(C(=O)c2ccc3c(c2)OCCO3)CC1)Nc1ccccc1F
  -8	-26	1	2	1	3	-2	5	-18	0.7	-4
- COc1cccc(C(C(=O)NC2CCCC2)N(C(=O)c2ccco2)c2ccc(NC(C)=O)cc2)c1OC (stereo unspecified)
  -3	17	-7	2	-29	-1	-8	12	-30	1.7	1
- CC(C)COc1ccc(C(=O)NCc2ccco2)cc1
  -40	-29	-5	-11	-41	-10	9	-4	-13	-0.2	-4
- Cc1c2ccccc2nc2c(F)c(N(C)C)c(F)c(F)c12
  -37	-16	-7	-16	-21	-9	6	-4	-37	-0.9	6
- c1cncc(CSc2nnc3ccc(-c4ccco4)nn23)c1
  11	-2	-5	-3	5	3	0	19	0	0.9	13
- C(=C\c1ccccc1)/CN1CCN(C(c2cccc3ccccc23)c2nnnn2C2CCCC2)CC1 (stereo unspecified)
  4	-1	8	.	-14	-10	.	.	-1	.	-3
- Cc1cc(=O)oc(C)c1C(=O)NCCC1=CCCCC1
  13	10	0	2	-2	-6	-8	-3	6	-1.4	-6
- O=C(O)c1ccc(Nc2ccc(F)c(F)c2)c([N+](=O)[O-])c1
  -8	-9	8	-8	3	-1	1	5	-5	-0.7	-7
- COc1ccc(-c2ccccc2)cc1NC(=O)c1ccncc1
  19	8	0	3	-10	22	-5	11	12	2.3	-7
- O=C(O)c1ccc(CSc2nnc(-c3ccccc3Br)o2)cc1
  -6	-4	6	8	-3	16	-7	-2	-3	-1.1	-13
- CCN(CC)S(=O)(=O)c1cccc(N=Nc2c(O)c3ccccc3oc2=O)c1
  4	-1	2	-20	-3	-24	-9	-3	22	0.0	-7
- COc1ccc(S(=O)(=O)N2CCN(c3ccc(C)cc3C)CC2)cc1OC
  8	16	-1	-2	-1	19	3	4	3	-0.6	-5
- O=C(NCCOc1ccc(F)cc1)c1ccccc1SCc1ccccc1
  4	4	2	14	-7	-4	2	3	8	0.1	-2
- CCOC(=O)CSc1nc(C(C)(C)C)cc(C(F)(F)F)c1C#N
  3	-1	1	3	1	9	-6	10	-2	0.0	3
- CCN(CCC(=O)Nc1cc(OC)cc(OC)c1)Cc1ccccc1
  -16	-8	7	-4	-1	-5	5	3	-35	0.2	-6
- CCNc1nc(SCC(=O)Nc2ccc(Cl)c(Cl)c2)nc(N(C)C)n1
  1	-5	-10	-2	-4	10	0	7	1	0.1	-2
- COc1ccc(Nc2nc3ccccc3nc2-n2nc(C)cc2C)cc1
  3	-2	-5	-5	-2	14	0	13	-1	-2.6	2
- C=C1CCN([C@@H](CC(C)C)C(=O)NCc2ccc(Cl)cc2)S(=O)(=O)c2ccccc21
  -19	13	-7	-3	-11	2	-7	-1	7	-0.7	0
- CSCCC(NS(=O)(=O)c1cccc(C(F)(F)F)c1)C(=O)N1CCN(C(=O)c2ccco2)CC1 (stereo unspecified)
  5	-19	1	-9	-1	5	2	5	9	-0.5	6
- COc1ccc(/C=C2/CCCc3ccccc3C2=O)cc1
  -99	-73	4	-2	-98	-32	10	-18	-26	1.8	8
- CCn1ccnc1CN1CCCCC1C(=O)Nc1ccc(Oc2cccnc2)cc1 (stereo unspecified)
  6	22	5	-2	-11	7	-5	-2	8	-1.3	-2
- COc1cccc(NC(=O)CN(C)C(=O)CCCNC(=O)c2ccc(Cl)cc2)c1
  -1	-11	-4	-9	-12	-10	-3	-3	-7	-4.2	1
- COc1ccc(NC(=S)N(CCCN2CCCC(C)C2)Cc2cccs2)cc1 (stereo unspecified)
  16	-11	-8	1	-6	-17	4	3	-25	-0.8	-6
- O=C(NNC(=S)NC(=O)c1cn(-c2ccccc2)nc1-c1ccccc1)c1ccncc1
  3	-6	-7	4	-10	-18	-11	21	10	-2.0	-6
- CN1CCN(c2ccccc2NC(=O)c2ccc(-c3ccc(Cl)c(Cl)c3)o2)CC1
  -5	6	5	-7	6	-4	10	14	6	-3.6	3
- N=C1S/C(=C\c2ccco2)C(=O)N1c1ccc2c(c1)OCO2
  -28	-37	11	-9	-29	-21	0	-7	-37	-1.0	0
- O=C(Nc1ccccc1)c1nnsc1S(=O)(=O)c1ccc(Cl)cc1
  24	-12	58*	10	1	16	10	22	18	-2.2	57*
- CCCNS(=O)(=O)c1ccc(OCC(=O)NCCCOC)cc1
  -21	-1	1	-13	-2	9	-10	4	-35	-1.6	-12
- CCc1ccccc1NC(=O)c1noc(C(C)C)c1[N+](=O)[O-]
  8	-6	-3	-9	-23	1	-2	5	-7	-0.3	4
- Cc1ccc(C2(C)NC(=O)N(CC(=O)Nc3c(C)n(C)n(-c4ccccc4)c3=O)C2=O)cc1 (stereo unspecified)
  10	4	0	-13	3	-14	-3	5	-3	-1.4	-10
- Cc1cc(-c2nnc(SCC(=O)NC3CCCC3)o2)no1
  1	-2	-11	2	-3	-5	5	14	-20	-0.5	-3
- O=C(OCC(=O)N1CCCCC1)c1ccc2ccccc2n1
  -9	1	1	2	4	18	-5	12	6	-0.6	-8
- CC1=C(C#N)C(c2ccc3ncccc3c2)C(C#N)=C(C)N1
  11	-2	12	-15	7	9	-3	0	28	0.2	-12
- Clc1ccc(SCc2cn3ccccc3n2)cc1
  -80	-123	1	-26	-62	-35	10	10	-57	0.6	-3
- O=[N+]([O-])/C(C(Cl)=C(Cl)Cl)=C(/Sc1ccccc1)N1CCCCC1
  -3	-4	-1	-5	-35	-2	8	-1	3	0.4	-6
- Cc1cccc(C)c1-n1nnnc1C(c1ccnc2ccccc12)N1CCCC1 (stereo unspecified)
  .	0	-7	.	.	13	.	.	19	.	0
- N#Cc1ccc(-c2csc(NC(=O)c3cc(-c4cccs4)nc4ccccc34)n2)cc1
  2	4	-3	-13	6	5	3	3	20	-0.7	-15
- CC(=O)[C@H]1[C@H]([C@H](O)[C@H](O)CO)O[C@](O)(C(=O)O)C[C@@H]1O
  9	22	-1	-1	-12	9	-2	-5	-7	-1.1	-5
- Cc1ccnc2nc(C(=O)OCCOc3ccccc3)nn12
  -1	-5	3	-3	-9	5	2	13	-37	-1.5	-6
- C=CCn1c(SCC(=O)c2ccc(OC)cc2)nnc1-c1ccc2c(c1)OCO2
  11	14	4	4	-102	3	-6	-1	-18	-2.9	-7
- CCN(CC)S(=O)(=O)c1ccc(S(=O)(=O)N(Cc2ccccn2)Cc2ccco2)cc1
  9	2	0	-4	12	26	-1	-5	-20	3.5	4

Further structures follow:
The line under a structure holds: SRC3 inh	NR5A2 inv ag	ABHD5-PLIN5 inh	EBV LMP1 NFkB	SRC1 inh	NR2F2 inh	TLR9-MyD88 inh	MC4R antag cAMP	NCOA2 inhibitor	MC4R barr agon	NOD2-RIPK2 inh
- O=C1CSc2ccc(C(=O)NCC(c3ccco3)N3CCCCC3)cc2N1 (stereo unspecified)
  15	-15	0	-44	1	-6	4	-2	-19	-3.2	4
- CC(=O)c1cccc(-c2ccnc3c2CC(C(=O)NCC2CCOCC2)O3)c1 (stereo unspecified)
  5	31	1	.	-6	6	.	-20	4	-0.9	-4
- CCOC(=O)c1c(NC(NC(C)=O)C(Cl)(Cl)Cl)sc2c1CCCC2 (stereo unspecified)
  20	-24	2	0	0	0	-10	9	18	3.8	1
- Cc1cccc(OCCC(=O)NNC(=O)c2ccoc2C)c1
  6	8	3	25	-17	4	5	-2	-24	1.7	6
- N#Cc1nc(-c2cccs2)oc1NCCc1ccccc1
  -31	-44	-2	-9	-14	-44	2	2	-2	1.7	8
- Cn1nc(C(F)(F)F)c(CO)c1Sc1ccc(F)cc1
  24	-16	2	-5	5	20	-2	-3	2	-2.4	-2
